Screening data from PubChem.
C2C12 statin = protects C2C12 myotubes from simvastatin toxicity. ATP luminescence, 48 h; scaled: DMSO 0, geranylgeraniol control 100. rescue of ATP level, % at 7.49 µM. 330,000 tested, 0.78% active;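 active = mean ATP rescue above about 67%, or every replicate alone reaching that limit, limit read from the data, passing the limit was not always enough; inconclusive = no clear call, values can overlap the other calls; inactive = mean under the limit and some replicate under it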;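 note: myotubes were challenged with 10 µM simvastatin during compound exposure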
Cneo AK release = causes C. neoformans cell lysis; adenylate kinase release luminescence, 4 h; normalised: neutral wells 0, clomiphene wells 100; lysis activity, % at 15 µM; 360,000 tested, 0.2% active;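 active = mean lysis activity across replicates of at least 80%, whatever share of replicates individually reach that level; inactive = mean lysis activity below 80%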
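Test system: log-phase Cryptococcus neoformans yeast cells; Quantity: yeast cell density of 5 × 10^6 cells/mL; Buffer or medium: YPD; Doses: single compound concentration per well; Timing: 4 h at 37 °C static, read 1 h later; Measured by: AK luminescence; Read-out basis: lysis from increased AK signal; Control set: Clomiphene as positive control.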
PGC1a acetyl inh = lowers PGC1a acetylation signal in U2OS cells; AlphaScreen anti-acetyl-lysine; with virally co-expressed GCN5 acetyltransferase; inhibition, % at 15.6 µM; 350,000 tested, 0.17% active; AID 651687;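 active = every replicate shows inhibition of at least 40%; inconclusive = mean inhibition at least 40% but some replicate below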;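 note: 0% = neutral control wells and 100% = positive control wells; some results beyond the cut were filed as inactive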
Starred values were filed as active, the others as inactive; ? = inconclusive.

Every second line gives: C2C12 statin	PGC1a acetyl inh	Cneo AK release
Cc1ccnc(NC(=O)c2cccc(NS(=O)(=O)c3ccccc3C)c2)c1
    26	3	2
Cc1ccc([N+](=O)[O-])cc1NC(=S)NC(=O)C(C)(C)C
    -8	-13	3
COc1ccccc1OC(=O)Cc1cccc2ccccc12
    22	1	-2
Cc1ccc(-c2nc3sc4c(N)ncnc4c3c3c2CCCC3)cc1
    -7	-5	1
Cc1noc(NS(=O)(=O)c2ccc(NC(=O)CC34CC5CC(CC(Br)(C5)C3)C4)cc2)c1C
    2	-3	1
COc1ccc2c(c1)SC1=NCCS(=O)(=O)N12
    -2	2	8
CC(NC(=O)CSc1nc2sc3c(c2c(=O)n1-c1ccccc1)CCCC3)c1ccccc1 (centres undefined)
    18	-18	-1
CC(C)OC(=O)C1C2C=CC3(CN(Cc4cccs4)C(=O)C13)O2 (centres undefined)
    17	-16	-2
O=C(NCCCCNC(=O)c1ccco1)c1ccco1
    12	7	1
Cc1ccc(C)c(C(=O)NCCN(C)C)c1
    4	5	-2
CS(=O)(=O)N(CC(=O)N1CCN(c2ccc(F)cc2)CC1)c1cccc(Cl)c1
    0	-6	-3
O=C(CCn1nc(-c2ccc(Cl)cc2)ccc1=O)N1CCN(c2ccccn2)CC1
    0	7	0
COc1cc(/C=C2/OC(=O)c3cc([N+](=O)[O-])ccc32)cc(OC)c1OC
    0	7	-1
O=C(NCCCN1CCOCC1)c1ccco1
    -5	3	-1
CCC1(C(=O)OC)NC(c2ccccc2OC)C2C(=O)N(C)C(=O)C21 (centres undefined)
    12	2	0
CC(C)CC(=O)NC(=S)Nc1ccccn1
    -15	8	3
Cc1csc(NC(=O)CSc2nc3ccccc3s2)n1
    -5	-2	4
O=C(CN(C(=O)CCC(=O)Nc1nccs1)c1ccc2c(c1)OCCO2)NCc1ccco1
    -2	0	-1
Cc1nnc(SCC(=O)N2c3ccccc3CC2C)s1 (centres undefined)
    11	-4	-5
CC(C)(C)C(=O)Nc1ccccc1C(=O)N1CCCC1
    -7	8	2
O=C(NCc1ccccc1)c1ccc(F)c(S(=O)(=O)N2CCOCC2)c1
    3	-14	-1
COc1cc(/C=N/N2C(=O)CSC2=S)ccc1O
    -12	-1	2
CCCCC(=O)Nc1cccc(NC(=O)c2ccccc2Br)c1
    -19	3	-2
CCOC(=O)C1CCCN(C(=O)CS(=O)(=O)Cc2ccccc2)C1 (centres undefined)
    -14	-9	-1
COc1ccc(NC(=O)NC2CCCCCCC2)c(OC)c1
    5	-5	1
CCOC(=O)COc1ncn(-c2ccccc2)n1
    2	-2	1
COC(=O)CN(c1ccc(C)c(Cl)c1)S(C)(=O)=O
    0	-6	3
O=C(C(NS(=O)(=O)c1cccs1)c1ccccc1)N1CCN(c2ccccc2)CC1 (centres undefined)
    -1	14	-3
COc1ccc(C2c3sc(=O)[nH]c3SC3C4CCC(C4)C23)cc1OC (centres undefined)
    -4	9	0
Nc1nc(CN2CCN(c3cccc(Cl)c3)CC2)nc(N2CCCc3ccccc32)n1
    3	-1	-2

Arranged by molar mass (descending): some entries from above.
Every second line gives: C2C12 statin	PGC1a acetyl inh	Cneo AK release
Nc1nc(CN2CCN(c3cccc(Cl)c3)CC2)nc(N2CCCc3ccccc32)n1
    3	-1	-2
COc1ccc(NC(=O)NC2CCCCCCC2)c(OC)c1
    5	-5	1
COc1cc(/C=N/N2C(=O)CSC2=S)ccc1O
    -12	-1	2

Continued.
Every second line gives: C2C12 statin	PGC1a acetyl inh	Cneo AK release
CCc1ccc(-n2nnnc2SCC(=O)NNC(=O)c2ccco2)cc1
    -3	8	9
CCOC(=O)c1[nH]c2c(c1C)C(=O)CC(c1ccc(OCC)c(OC)c1)C2 (centres undefined)
    -2	-19	-1
C=CCNC(=O)C1CC(c2cccc(OC)c2)=NO1 (centres undefined)
    -13	9	-2
CC(=O)c1cccc(NC(=O)CN(C2CCCCC2)S(C)(=O)=O)c1
    -22	-7	-2
CC1OC(Nc2cccc3ccccc23)C(O)C(O)C1O (centres undefined)
    28	-5	-2
CCOC(=O)C1CCN(C(=O)CN(c2cc(OC)ccc2OC)S(=O)(=O)c2ccccc2)CC1
    -2	-3	1
Cc1ccc(-c2[nH]nc(N)c2N=Nc2cccc(Cl)c2C)cc1
    -34	-4	0
O=C(Nc1cn(-c2ccccc2)nc1-c1cccs1)c1ccco1
    0	-9	0
CC(C)CNC(=O)C1CCCN(S(=O)(=O)c2ccc(-n3cnnn3)cc2)C1 (centres undefined)
    -2	-6	1
CCOC(=O)CSc1nc2ccccc2n1CC(=O)N1CCN(c2ccccc2)CC1
    5	-3	-1
Cc1ccc(C(=O)COC(=O)c2cnccn2)cc1
    -5	10	-2
CC(C)n1nnnc1SCC(=O)c1ccc2c(c1)OCCO2
    -1	10	-1
Cn1c(SCc2nnc(-c3ccc(F)cc3)o2)nnc1C1COc2ccccc2O1 (centres undefined)
    14	1	-1
Cc1cc(Cl)ccc1NC(=S)NCc1ccccc1
    3	5	5
CCOc1cc(N2CCOCC2)c(OCC)cc1NC(=O)CCC1CCCC1
    -4	-4	0
Cc1ccc(S(=O)(=O)N2CCC(C(=O)N3CCC[C@H]3C(=O)NCc3ccco3)CC2)cc1
    -3	6	-2
S=c1[nH]nc(-c2ccco2)n1/N=C/C=C/c1ccccc1
    13	-3	-1
O=C(Nc1ccc(Cl)cc1Cl)C1CCC(=O)N1Cc1ccccc1Cl (centres undefined)
    0	-7	0
COc1ccc(S(=O)(=O)Nc2ccc(Oc3ncccn3)c(Cl)c2)cc1
    13	-22	1
CCC(C)(C)n1nnnc1C(c1ccc(O)c(OC)c1)N1CCN(c2nc3ccccc3s2)CC1 (centres undefined)
    -6	0	-2
CSc1nc2cc3c(cc2n1C(=O)c1ccc(C)cc1)OCCO3
    9	-3	0
CC(=O)c1c(C)nc(C)nc1NC(=O)Cc1ccccc1
    1	-6	0
Cc1nc2cc(-n3ccc(=O)cc3)ccc2n1-c1ccccc1
    ?	-4	-2
COCON1C(=O)CN(C(C)=O)C1c1ccc(Cl)cc1Cl (centres undefined)
    -14	-5	1
CCOc1ccc(N2C(=O)CC(n3ccc(C)n3)C2=O)cc1 (centres undefined)
    3	8	-11
COc1ccc2oc(C(F)(F)C(F)F)cc(=O)c2c1
    4	-8	0
C=CCOC(=O)Nc1c(C(=O)OC)[nH]c2ccc(Cl)cc12
    1	-28	2
CC(C)n1nc(C(=O)OCC(=O)N(C)C2CCS(=O)(=O)C2)c2ccccc2c1=O (centres undefined)
    6	-18	-3
O=C(CN1C(=O)NC(Cc2ccccc2)C1=O)NC(=O)NC1CCCCC1 (centres undefined)
    11	-11	5
CC(C)c1nc(N2CCN(C(=O)c3ccccc3)CC2)c(C#N)c2c1COC(C)(C)C2
    -14	-1	1
COc1cc(C(=O)Nc2nc3ccc4nc(C)sc4c3s2)cc(OC)c1OC
    -5	12	2
Cc1ccc(C)c2c1[nH]c1ccc([N+](=O)[O-])cc12
    -25	-11	-6
CCOC(=O)CCc1nc2ccccc2[nH]c1=O
    -8	8	3
Cc1c(NC(=O)c2cc(=O)[nH]c3ccccc23)c(=O)n(-c2ccccc2)n1C
    2	2	0
COc1ccc(OCC(=O)NNC(=O)c2ccc(-c3ccccc3)cc2)cc1
    7	-10	-1
O=C(CCC(=O)c1cccs1)OCC(=O)N1CCN(S(=O)(=O)c2ccccc2)CC1
    3	6	0
COc1ccc(-c2c(C#N)c(N)nc3c2c(=O)n(C)c(=O)n3C)cc1Cl
    -3	-3	1
COc1ccc(OC)c(-n2c(N)c(C(=O)NCC3CCCO3)c3nc4ccccc4nc32)c1 (centres undefined)
    -1	-23	-4
COC(=O)C1=C(C)NC(=O)CC1c1cc(Br)ccc1F (centres undefined)
    111*	-1	-3
Cc1cc(NC(=O)CCN2C(=O)C3C4CCC(C4)C3C2=O)cc(C)c1Br (centres undefined)
    -34	-19	-2
COc1n[nH]c2nncnc12
    3	-12	2
Cc1nc2ccc(-c3ccccc3)cc2o1
    -5	6	2
Cc1cc(SCC(=O)c2ccccc2)nc(SCC(=O)c2ccccc2)n1
    0	-44	-1
Cn1c(-c2ccccc2)cnc1SCC(N)=O
    -8	-9	-5
CCOc1ccc(-c2nnc(N)s2)cc1
    18	5	-3
Cc1nn(Cc2ccccc2)c2sc(C(=O)NCc3cccnc3)cc12
    26	7	1
O=C(Oc1cccnc1)c1ccc(Cl)cc1
    0	5	1
CCOCC(=O)Nc1nc(-c2ccccc2)c(CC)s1
    5	-8	-2
O=C(NCCNS(=O)(=O)c1cccc(C(F)(F)F)c1)c1cc(OCC(F)(F)F)ccc1OCC(F)(F)F
    -20	-22	-8
CC(=O)c1c(C)[nH]c(C(=O)NCc2ccccc2)c1C
    -1	5	-1

Continuation:
Every second line gives: C2C12 statin	PGC1a acetyl inh	Cneo AK release
CCOC(=O)C1CCN(C(=O)CSc2n[nH]c(=O)[nH]c2=O)CC1
    6	6	-2
Cc1cccc2cc(CN(Cc3ccco3)C(=O)NC3CCCCC3)c(=O)[nH]c12
    -1	-17	4
FC(F)(F)c1nnc2sc(-c3cccs3)nn12
    0	0	-1
CC1CC(N(C(=O)C2CC2)c2ccccc2)c2ccccc2N1C(=O)C1CC1 (centres undefined)
    -9	-39	3
CC(C)CNC(=O)CC(=O)N/N=C/c1ccc(Br)cc1
    -4	2	9
Cc1ccc(S(=O)(=O)Nc2ccc(NC(=O)CN3CCCCC3)c(Cl)c2)cc1
    6	-11	0
CCn1c(SCC(=O)N2CCOCC2)nc2sc3c(c2c1=O)CCCC3
    -18	-1	0
CCCCn1c(C(C)NC(=O)c2cccs2)nc2ccccc21 (centres undefined)
    135*	2	-3
CCc1c(C)nc(SC)n(CC#N)c1=O
    -10	-4	0
COCCN(CC(=O)Nc1ccc(F)cc1)S(=O)(=O)c1ccc(S(=O)(=O)N2CCCC2)cc1
    2	-13	2
CC(C)n1c(SCC(=O)Nc2ccc3c(c2)OCO3)nc2c1c(=O)n(C)c(=O)n2C
    9	-7	0
COc1ccc(NC(=O)N2CCn3c2nc2ccccc23)cc1
    0	-22	1
O=C(O)Cn1c(O)c(C=Nc2ccccc2)sc1=S
    11	1	-1
CCCn1c(SCC(=O)Nc2sc(C)c(C)c2C#N)nnc1C(C)C
    -7	-31	-1
Cc1ccc(-n2c(C)cc(C=C(C#N)C#N)c2C)cc1
    16	18	1
Cc1cc(=O)[nH]c2c1c(=O)[nH]n2C1CC(C)N(C)CC1C (centres undefined)
    -1	3	0
Cc1ccc(C(C(=O)NC2CCCC2)N(C(=O)Cc2cccs2)c2cccc(C)c2C)o1 (centres undefined)
    37	33	1
Cc1nnc(SCCC(=O)Nc2nc(-c3ccccc3)ns2)s1
    -8	-1	4
Cc1ccc(NC(=S)Nc2nc(CC(=O)Nc3ccccc3)cs2)cc1
    8	-9	-2
CCOc1ccc(N(C(C)C(=O)NC2CCCCCC2)S(C)(=O)=O)cc1 (centres undefined)
    1	4	8

Filtered by structure, the compounds so far with a CF3 group (2)
Every second line gives: C2C12 statin	PGC1a acetyl inh	Cneo AK release
O=C(NCCNS(=O)(=O)c1cccc(C(F)(F)F)c1)c1cc(OCC(F)(F)F)ccc1OCC(F)(F)F
    -20	-22	-8
FC(F)(F)c1nnc2sc(-c3cccs3)nn12
    0	0	-1

(more compounds)
Every second line gives: C2C12 statin	PGC1a acetyl inh	Cneo AK release
CCn1c(=O)cc(SCC(=O)Nc2ccc(OC)c(OC)c2)c2ccccc21
    -3	-7	1
O=C1C2=C(c3ccccc31)[N+](=O)C1CCCCC1N2[O-] (centres undefined)
    1	1	0
CC1CCCCN1Cc1ccc(-c2nnn(CC(=O)NC3CCCCC3)n2)cc1 (centres undefined)
    -21	-7	0
Cc1ccc(C(c2nnnn2Cc2cccs2)N2CCN(C(=O)c3ccco3)CC2)cc1 (centres undefined)
    -40	-10	1
Cc1cccc(C(=O)NC(=S)N2CCN(C)CC2)c1
    -27	-7	4
Cc1cc(C)n(Cc2ccc(C(=O)NCc3ccco3)o2)n1
    -2	-2	-1
O=C(NCCOc1ccccc1)C(c1ccccc1)c1ccccc1
    27	2	1
COc1ccc(N2CCN(Cc3nc4ccccc4c(=O)[nH]3)CC2)cc1
    4	0	0
Cc1nonc1OC(C)CNc1ccc([N+](=O)[O-])cc1 (centres undefined)
    54	8	-1
Cc1c(Cl)cccc1N1C(=O)CC(N(O)c2ccccc2)C1=O (centres undefined)
    12	2	0
O=C(CSc1n[nH]c(-c2ccccc2)n1)c1ccc(O)c(O)c1
    -14	-25	-3
COc1ccc(CC(=O)Nc2nc(C)cs2)cc1OC
    15	6	-2
CC(=O)Nn1c(-c2ccccc2)cc2ccccc21
    19	-2	3
C/C(CC(=O)Nc1cc(Cl)ccc1Cl)=N\NC(N)=S
    -71	1	-9
CCCCc1nc(C(N)=O)c2[nH]c(=O)n(-c3ccc(OC)cc3OC)c2n1
    -4	2	-3
O=S(=O)(O)c1cc(O)c2c(O)c(N=Nc3cc(Cl)ccc3O)c(S(=O)(=O)O)cc2c1
    -24	-2	2
CCc1nc(SCC(=O)c2cc(C)ccc2C)n[nH]1
    8	-4	-1

These rows are one share of the data; count on the stated rates, not on these rows.
